# From PubChem BioAssay
# Rv3671c protease = Rv3671c serine protease inhibitors, primary screen, biochemical, fluorescence polarization, M. tuberculosis H37Rv; inhibition, % at 5.96 µM; P9WHR9; actives 0.048% (n = 320,000); in the data active = inhibition above about 38%;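 also: extracellular domain of Rv3671c used as enzyme; 0% = enzyme with DMSO and 100% = no enzyme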
# Target sequence (P9WHR9 whole entry, looked up, the tested form may be a part): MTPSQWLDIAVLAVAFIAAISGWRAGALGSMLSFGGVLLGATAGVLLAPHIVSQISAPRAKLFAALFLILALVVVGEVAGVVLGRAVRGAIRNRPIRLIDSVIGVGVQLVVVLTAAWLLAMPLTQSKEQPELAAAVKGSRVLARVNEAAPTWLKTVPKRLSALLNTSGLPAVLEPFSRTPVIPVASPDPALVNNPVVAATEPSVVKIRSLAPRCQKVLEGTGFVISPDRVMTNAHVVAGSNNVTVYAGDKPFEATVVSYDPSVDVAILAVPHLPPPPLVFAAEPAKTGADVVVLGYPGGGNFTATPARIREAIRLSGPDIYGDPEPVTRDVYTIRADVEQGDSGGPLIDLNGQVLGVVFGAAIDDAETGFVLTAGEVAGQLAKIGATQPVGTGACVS
# 3CLpro inhibitor = SARS-CoV 3CLpro protease inhibitors, primary screen, biochemical, quenched FRET | Replicase polyprotein 1ab (Severe acute respiratory syndrome coronavirus), P0C6X7 | recombinant SARS-CoV 3CLpro, quenched FRET peptide cleavage | inhibition, % at 6 µM | actives 0.14% (n = 290,000); in the data active = inhibition above about 12%
# BH1578 lux ind = inducers of Vibrio cholerae quorum light production without autoinducers, primary screen, BH1578 luxS cqsA deficient, single point; V. cholerae BH1578 lux reporter, luminescence, 6 h; activation, % at 18.7 µM; actives 0.16% (n = 350,000); in the data active = activation mostly above about 9.7%, no sharp cut-off; also: not every result past the cut was called active; inactives centre near 0; reference of the scale not given here
# Mtb UGM inh = M. tuberculosis UGM enzyme inhibitors, primary screen, biochemical, fluorescence polarization, single point; UDP-galactopyranose mutase (Mycobacterium tuberculosis (strain ATCC 25618 / H37Rv)), …; purified UGM, fluorescence polarization probe displacement; inhibition, % at 10 µM; actives 0.06% (n = 320,000); AID 504406, 2011; in the data active = inhibition above about 10%, passing the limit was not always enough
# PriA SSB inh = inhibitors of Klebsiella pneumoniae PriA binding to SSB C-terminal tail, primary screen, biochemical, AlphaScreen; AlphaScreen SSBct-PriA binding, biotinylated peptide; AID 1272365, 2023; inhibition, % at 33 µM; actives 0.6% (n = 430,000); in the data active = inhibition mostly above about 37%, no sharp cut-off; inactive = mostly below about 20%;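 also: plate controls were negative control peptide for no effect and reference peptide for full effect; strong numbers were not always called active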
# DUSP3 inh = VHR1 phosphatase inhibitors, primary screen, biochemical, absorbance, uHTS | recombinant VHR phosphatase, pNPP absorbance | actives 0.52% (n = 290,000) | inhibition, % at 13.3 µM | AID 1654, 2009 | Dual specificity protein phosphatase 3 (Homo sapiens), P51452; in the data active = inhibition above about 50%; also: some compounds called inactive have numbers as strong as hits
# Target sequence (P51452 whole entry, looked up): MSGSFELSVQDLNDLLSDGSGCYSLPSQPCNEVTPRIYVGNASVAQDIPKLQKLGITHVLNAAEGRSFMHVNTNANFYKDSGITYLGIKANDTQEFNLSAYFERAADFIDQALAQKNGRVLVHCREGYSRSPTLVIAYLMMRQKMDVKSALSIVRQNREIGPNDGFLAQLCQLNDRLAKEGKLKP
# GDH-TPI counter = GDH-TPI coupling enzyme inhibitors, primary screen, artefact control for M. tuberculosis FBA inhibitor project, biochemical, absorbance, full deck; GDH-TPI coupled enzyme counterscreen, NADH absorbance; inhibition, % at 4.8 µM; actives 1.2% (n = 360,000); in the data active = inhibition above about 30%;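 also: 0% = DMSO wells and 100% = wells lacking the enzyme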
# FBA Mtb inh = Mtb FBA enzyme inhibitors, primary screen, biochemical, fluorescence, strain H37Rv | Fructose-bisphosphate aldolase (Mycobacterium tuberculosis (strain ATCC 25618 / H37Rv)), … | purified M. tuberculosis FBA, fluorescence read-out | inhibition, % at 1 µM | actives 2.3% (n = 360,000) | AID 588726, 2011; in the data active = inhibition above about 27%;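 also: 0% = vehicle and 100% = reference inhibitor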
# Target sequence (P9WQA3 whole entry, looked up): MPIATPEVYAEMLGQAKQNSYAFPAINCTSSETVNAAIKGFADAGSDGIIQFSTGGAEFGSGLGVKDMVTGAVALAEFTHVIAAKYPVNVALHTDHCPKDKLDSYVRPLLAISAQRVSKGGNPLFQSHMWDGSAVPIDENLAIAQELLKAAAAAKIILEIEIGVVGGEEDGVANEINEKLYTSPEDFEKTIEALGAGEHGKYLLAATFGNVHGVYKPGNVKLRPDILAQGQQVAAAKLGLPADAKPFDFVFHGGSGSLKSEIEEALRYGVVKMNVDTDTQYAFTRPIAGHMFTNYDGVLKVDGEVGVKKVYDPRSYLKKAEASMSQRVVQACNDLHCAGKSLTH
# MazEF act = activators of E. coli MazEF toxin-antitoxin RNase, primary screen, biochemical, fluorescence, uHTS; FAM/BHQ RNA-DNA oligo cleavage fluorescence, 5 h; actives 0.32% (n = 350,000); activation, % at 20 µM; Endoribonuclease toxin MazF (Escherichia coli (strain K12)), P0AE70; AID 504720, 2011; in the data active = activation above about 50%
# Target sequence (P0AE70 whole entry, looked up): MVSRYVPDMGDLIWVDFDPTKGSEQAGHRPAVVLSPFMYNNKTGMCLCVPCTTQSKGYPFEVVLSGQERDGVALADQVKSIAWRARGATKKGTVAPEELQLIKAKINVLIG
# Mtb BioA inh = M. tuberculosis BioA enzyme inhibitors, primary screen, biochemical, plate reader, single point, HTS. purified M. tuberculosis BioA enzyme. actives 0.096% (n = 360,000). 7,8-diaminopelargonic acid synthase BioA (Mycobacterium tuberculosis). inhibition, % at 9.99 µM; in the data active = inhibition above about 40%
# Starred values were filed as active, the others as inactive; i = inactive; . = not tested or not shown; & = joins results of further samples. Only part of the results is shown. The share of hits here may be higher or lower than overall.
SMILES,Rv3671c protease,3CLpro inhibitor,BH1578 lux ind,Mtb UGM inh,PriA SSB inh,DUSP3 inh,GDH-TPI counter,FBA Mtb inh,MazEF act,Mtb BioA inh
CCOC(=O)c1nn(-c2ccccc2)c(=O)c(C#N)c1C,7,0,-0.4,-1.0,-7,4,31,2,3,0.3
Cc1ccc(NC(=O)COC(=O)c2ccc3c(c2)C(=O)N(CCc2ccccc2)C3=O)c(C)c1,-8,-8,-0.1,-1.2,-1,-5,-2,-1,-4,.
Cc1csc(NC(=O)CSc2nncs2)n1,-5,.,-0.7,0.6,-10,.,4,0,-1,0.0
Cn1c(C(=O)N2CCc3ccccc3C2)cc2oc3ccccc3c21,-23,-2,2.1,-1.1,-1,13,3,0,-10,2.0
Cc1ccc(NC(=O)c2ccco2)cc1,.,.,i,.,.,.,-4,1,-1,0.2
CCN(CC(=O)NCCc1ccccc1)S(=O)(=O)c1ccccc1,7,-4,0.9,-0.8,-2,10,-2,1,2,-0.7
COC(OC)C12c3ccccc3C(c3ccccc31)C1C(=O)N(c3cccnc3)C(=O)C12 (configuration not stated),2,-1,0.0,3.7,-8,26,-12,4,7,-0.3
COc1cccc(C(=O)O/N=C(\N)c2ccncc2)c1OC,-7,4,i,-1.1,i,7,3,0,5,.
CCOC(=O)c1c(-c2ccc3ccccc3c2)csc1NC(=O)CCCC(=O)O,.,.,-2.0,.,12,.,11,7,-7,.
CCC(=O)Nc1ccc(C(=O)CSc2nnc(-c3cccnc3)o2)cc1,-7,3,-2.6,-0.1,-21,-20,-4,-3,2,2.1
Cc1cccc(NC(=O)C(C)Oc2ccc(C)nc2[N+](=O)[O-])c1 (configuration not stated),-2,.,i,2.1,-2,.,-3,-3,8,1.9
C/C(CC(=O)NCc1ccc(Cl)cc1)=N\NC(=O)COc1ccc(C)cc1Br,-5,-1,-0.3,0.8,.,2,6,-4,-5,1.5
C#CCOCCOCCOCCNc1nc(N2CCOCC2)nc(N2CCN(C(=O)[C@H]([C@@H](C)CC)n3cc([C@@H](N)CO)nn3)CC2)n1,5,-2,i,-1.7,-7,21,4,-2,-1,-0.8
Cc1ccc(C)c(C(=O)CN2C(=O)NC3(CCCCCC3)C2=O)c1,.,.,12,.,6,.,0,-2,-6,-3.4
O=C(NCCc1csc(-c2cccnc2)n1)c1cccs1,0,-6,0.0,-3.5,2&-2,16,1,3,11,3.2
Fc1ccc(COc2ccc(-c3nnco3)cc2)cc1,-4,-3,-0.5,3.3,-13,36,-5,0,1,3.9
CCc1n[nH]c(=S)n1/N=C/c1ccc2c(c1)OCO2,-5,-4,-12,1.7,.,24,20,2,-3,1.3
C/C(=C/C(=O)O)C(=O)Nc1cccc(C(F)(F)F)c1,-1,0,-0.1,-1.3,-5,8,0,1,-5,.
CCc1noc(C)c1C(=O)Nc1nc(-c2ccc(Cl)cc2Cl)c(C)s1,-6,0,i,2.2,2,11,2,-4,-1,-1.1
COc1cccc(NC(=O)CN(C)C(=O)c2cccc(S(=O)(=O)N3CCN(c4ccccc4)CC3)c2)c1,-8,1,-0.1,-0.8,19,0,8,3,1,-0.2
COc1ccc(C(=O)NC(=S)Nc2cccc3ncccc23)cc1[N+](=O)[O-],-5,0,-1.3,-1.4,8,-9,13,1,1,3.0
CCOc1ccc(Br)cc1/C(C)=N\NC1=NCCN1,2,-7,i,-0.1,.,-10,1,-1,3,.
O=C(COC(=O)c1cccc(N2C(=O)c3ccccc3C2=O)c1)Nc1ccccc1,-8,1,-0.1,-1.4,2,-2,5,1,0,-1.0
COc1ccc(Cn2nnc(C(=O)Nc3ccc(F)cc3)c2N)cc1,10,7,-1.5,-3.8,-19,20,-2,0,0,0.2
Cc1ccc(S(=O)(=O)N[C@@H](Cc2ccccc2)C(=O)CCl)cc1,10,3,i,-0.4,-11,5,-7,1,3,0.8

# As a working copy, part of the list above:
SMILES,Rv3671c protease,3CLpro inhibitor,BH1578 lux ind,Mtb UGM inh,PriA SSB inh,DUSP3 inh,GDH-TPI counter,FBA Mtb inh,MazEF act,Mtb BioA inh
CCOC(=O)c1nn(-c2ccccc2)c(=O)c(C#N)c1C,7,0,-0.4,-1.0,-7,4,31,2,3,0.3
Cc1ccc(NC(=O)COC(=O)c2ccc3c(c2)C(=O)N(CCc2ccccc2)C3=O)c(C)c1,-8,-8,-0.1,-1.2,-1,-5,-2,-1,-4,.
Cc1csc(NC(=O)CSc2nncs2)n1,-5,.,-0.7,0.6,-10,.,4,0,-1,0.0
Cn1c(C(=O)N2CCc3ccccc3C2)cc2oc3ccccc3c21,-23,-2,2.1,-1.1,-1,13,3,0,-10,2.0
Cc1ccc(NC(=O)c2ccco2)cc1,.,.,i,.,.,.,-4,1,-1,0.2
CCN(CC(=O)NCCc1ccccc1)S(=O)(=O)c1ccccc1,7,-4,0.9,-0.8,-2,10,-2,1,2,-0.7

# Continuation:
SMILES,Rv3671c protease,3CLpro inhibitor,BH1578 lux ind,Mtb UGM inh,PriA SSB inh,DUSP3 inh,GDH-TPI counter,FBA Mtb inh,MazEF act,Mtb BioA inh
O=C(Nc1ccc(Oc2ccccc2)nc1)C1CCCCN1Cc1ccco1 (configuration not stated),9,5,.,2.4,-7,18,1,1,5,0.3
CN(C)S(=O)(=O)c1ccc(N2CCCC2)c(C(=O)NNC(=O)c2ccccc2)c1,3,.,0.7,2.3,-8,.,-1,4,-9,0.2
O=Cc1cc2ccccc2nc1SCc1ccc(Cl)cc1,1,-1,i,-1.8,-7,10,3,0,1,.
Cc1ccccc1NC1=NC2(CCCC2)N=C(N)N1,-2,0,-0.6,-0.5,-17,30,-5,0,10,.
C=CCOCC(O)Cn1c(N2CCCC2)nc2c1c(=O)n(C)c(=O)n2C (configuration not stated),.,4,-2.0,-0.9,-2,20,4,1,6,-0.3
CCC(=O)N(CCC1(C(C)C)CCOC(C)(C)C1)C(C)c1cccs1 (configuration not stated),3,-1,i,0.2,-1,8,-2,1,-3,.
CCN(CC)c1ccc2nc3ccc(N)cc3[n+](-c3ccccc3)c2c1,.,.,i,.,54*,.,9,-6,-68,22
CCOc1ccc(NC(=O)NCCN2C(C)CCCC2C)cc1 (configuration not stated),3,1,-0.6,-2.0,-1,19,9,1,3,-1.1
COc1ccc(-c2[nH]ncc2CN(C)Cc2ccccn2)c(OC)c1,-7,3,i,1.1,10,16,-1,3,6,.
CC(NC(=O)COc1ccccc1)C(c1cccs1)N1CCCC1 (configuration not stated),0,-4,-1.3,-2.0,5,15,-5,0,0,.
CCCn1nnnc1SCC(=O)NC1CCCC1,-6,4,-1.2,6.7,2,2,2,1,8,-0.2
O=C(Nc1nccs1)c1cn(-c2ccccc2)nc1-c1ccccc1,-30,6,i,-1.7,4,30,2,2,6,-0.6
CC1CC(C)CN(C(=O)COC(=O)c2cccc(S(=O)(=O)N(C)c3ccccc3)c2)C1 (configuration not stated),.,.,1.7,.,-7,.,1,0,5,-1.5
COC(=O)c1nc(NC(=O)c2ccc(C(C)(C)C)cc2)n[nH]1,.,1,-0.3,.,3,22,1,0,-9,.
CCOC(=O)c1ccc(N2C(=O)CC(N3CCC(C(=O)OCC)CC3)C2=O)cc1 (configuration not stated),3,0,i,0.3,-21,-2,4,-3,-10,-1.4
COc1ccc(CN(C)C(=O)Cn2ccc(NC(=O)OCc3ccccc3)nc2=O)cc1OC,14,.,-0.4,-2.5,1,.,11,-1,8,-0.1
CCOc1ccc(CCNC(=O)c2cccc(NC3=NC4CS(=O)(=O)CC4S3)c2)cc1 (configuration not stated),0,-3,-0.2,-2.0,2,-2,5,5,6,-1.3
N#Cc1ccccc1NC(=O)c1ccccc1OCC(=O)NCc1ccco1,0,2,i,2.9,-4,-13,4,-1,1,-1.9
Nc1nonc1-n1nnc(C(=O)N/N=C/c2ccccc2)c1CN1CCc2ccccc21,0,6,-0.4,0.2,.,22,5,3,0,-2.8
CC12CCC(C(S(=O)(=O)Nc3ccccc3)C1=O)C2(C)C (configuration not stated),.,.,-8.3,.,-6,.,6,8,-4,1.0
O=C(OC1CCOC1=O)c1cccc(S(=O)(=O)N2CCc3ccccc3C2)c1 (configuration not stated),13,1,-0.7,1.3,2,-8,-1,-1,1,.
COc1cc(-c2nc(-c3cccc(C(F)(F)F)c3)no2)cc(OC)c1OC,3,2,-0.2,0.6,5,-5,-3,0,-5,1.3
COc1cc(O)c(C(CCN2CCCC(C)C2)c2ccc(N(C)C)cc2)c(OC)c1 (configuration not stated),0,.,i,-1.1,31,-5,0,-2,14,1.2
Cc1noc(C)c1COc1ccc(C(=O)OC(C)C(=O)Nc2ccc(N3CCOCC3)cc2)cc1 (configuration not stated),-2,6,-0.6,4.1,-2,-6,-2,0,10,-6.9
Cc1ccc(-n2ncc(C#N)c2/N=C/N2CCCCCC2)cc1,0,-1,i,0.1,.,-2,-3,-1,-6,0.0
# The results go on:
SMILES,Rv3671c protease,3CLpro inhibitor,BH1578 lux ind,Mtb UGM inh,PriA SSB inh,DUSP3 inh,GDH-TPI counter,FBA Mtb inh,MazEF act,Mtb BioA inh
CC12CN3CN(C1)CC(C)(C3)C2=NO,4,-2,i,-0.6,-8,-11,-6,-5,-7,0.1
COc1ccc(CSc2nc3nc(C)cc(C)n3n2)cc1F,8,-6,-0.8,2.4,5,-5,-5,0,-12,-0.4
COc1ccc(-c2cc(C)no2)cc1S(=O)(=O)N1CCOc2ccc(Cl)cc21,-6,4,i,1.1,-4,0,0,-3,47,.
C/C=C(/C)C(=O)O[C@@H]1Cc2c(ccc3ccc(=O)oc23)OC1(C)C,2,.,-0.5,2.7,-1,.,15,45*,2,1.2
Cn1c(N)c(C(=O)COC(=O)CSc2ccccc2)c(=O)n(C)c1=O,-7,1,-0.2,-0.9,-3,-8,11,0,-10,.
Cc1cc(C(=O)N/N=C\c2cc(C(C)(C)C)ccc2O)n[nH]1,7,-1,i,0.0,.,20,-3,-1,-1,-1.9
CC(C)CC(=O)Nc1ccc(C(=O)Cn2nc(C(=O)O)c3ccccc3c2=O)cc1,-38,2,-1.0,2.2,1,22,11,0,-49,-0.3
Cn1cnnc1SCC(=O)NCCc1ccccc1,1,-3,2.4,0.3,-22,17,-4,-2,-2,-1.3

# Whole records, looked up by structure:
# `CCOc1ccc(NC(=O)NCCN2C(C)CCCC2C)cc1` (configuration not stated) is listed with Rv3671c protease = 3; 3CLpro inhibitor = 1; BH1578 lux ind = -0.6; Mtb UGM inh = -2.0; PriA SSB inh = -1; DUSP3 inh = 19; GDH-TPI counter = 9; FBA Mtb inh = 1; MazEF act = 3; Mtb BioA inh = -1.1
# `CC1CC(C)CN(C(=O)COC(=O)c2cccc(S(=O)(=O)N(C)c3ccccc3)c2)C1` (configuration not stated) is listed with Rv3671c protease = .; 3CLpro inhibitor = .; BH1578 lux ind = 1.7; Mtb UGM inh = .; PriA SSB inh = -7; DUSP3 inh = .; GDH-TPI counter = 1; FBA Mtb inh = 0; MazEF act = 5; Mtb BioA inh = -1.5
